Pf growth 48h = Primary qHTS for delayed death inhibitors of the malarial parasite plastid, 48 hour incubation; P. falciparum luciferase growth in erythrocytes, 48 h; Potency, µM (series often up to 28.7 µM), for the others: at the top dose activity change, negative = inhibition, hits mostly inhibitors; 5.9% of 310,000 active; AID 504832, 2011
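First compound was added to culture medium, then infected red cells at 0.1% parasitemia and 2% hematocrit (final). After incubation at 37 C under 5% CO2, luciferase detection reagent was dispensed and light output recorded.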
Sm TGR inh = qHTS Assay for the Inhibitors of Schistosoma Mansoni Peroxiredoxins; purified TGR, DTNB reduction, TNB absorbance 405 nm; Schistosoma mansoni thioredoxin glutathione reductase (TGR), Q962Y6; Potency, µM (series often up to 114 µM), without a hit: at the highest dose activity change, negative = inhibition, usual class: inhibitors; 3% of 360,000 active; AID 485364, 2010; further: nearly all actives have a fitted effect of over 60% in size
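TGR 20 nM + NADPH 100 uM (dispensed conc.), cpd preinc 15 min RT; start with NADPH (500 uM addition) then DTNB (15 mM addition). Kinetic TNB absorbance, 405 nm filter. Four-parameter Hill fit across titration.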
Pf growth 96h = Primary qHTS for delayed death inhibitors of the malarial parasite plastid, 96 hour incubation; P. falciparum luciferase reporter growth, 96 h; 6.9% of 320,000 active; Potency, µM (doses to about 28.7 µM), inactives show top-dose activity change, negative = inhibition, hits mostly inhibitors; AID 504834, 2011
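Two-generation exposure (96 h) targets delayed-death phenotype. Reporter parasites carrying integrated firefly luciferase, in red cells at 2% hematocrit and 0.05% parasitemia final, kept at 37 C, 5% CO2; luminescence loss indicates inhibition.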
LmPK inhibitor = qHTS Assay for Inhibitors of Leishmania Mexicana Pyruvate Kinase (LmPK) | purified LmPK, Kinase-Glo ATP luminescence, 1 h | Potency, µM (titrated, usually from 57.5 µM), for inactives: top-dose activity change, negative = inhibition, hits mostly inhibitors | 0.37% of 290,000 active | Q27686
Target sequence (Q27686 whole entry, looked up): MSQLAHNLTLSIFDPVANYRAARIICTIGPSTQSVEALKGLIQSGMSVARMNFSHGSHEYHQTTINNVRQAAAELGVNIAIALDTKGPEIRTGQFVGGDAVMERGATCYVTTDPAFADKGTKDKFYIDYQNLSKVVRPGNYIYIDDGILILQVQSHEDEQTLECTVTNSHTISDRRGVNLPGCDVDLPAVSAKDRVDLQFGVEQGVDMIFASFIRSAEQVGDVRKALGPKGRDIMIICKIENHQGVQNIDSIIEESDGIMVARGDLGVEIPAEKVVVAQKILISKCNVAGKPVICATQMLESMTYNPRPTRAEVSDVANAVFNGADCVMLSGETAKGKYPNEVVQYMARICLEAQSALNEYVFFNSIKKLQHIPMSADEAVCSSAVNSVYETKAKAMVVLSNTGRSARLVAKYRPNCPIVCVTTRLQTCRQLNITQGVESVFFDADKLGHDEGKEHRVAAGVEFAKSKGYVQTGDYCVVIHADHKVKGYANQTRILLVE
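In 50 mM imidazole pH 7.2 with 7 mM MgCl2, LmPK (0.1 nM) turned over PEP (0.5 mM) and ADP (0.1 mM) for 1 h at room temperature. Luciferase read-out of ATP.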
TbPYK inhibitor = qHTS of Trypanosoma Brucei Inhibitors. pyruvate kinase (Trypanosoma brucei), Q57TT1. TbPYK enzyme, Kinase-Glo Plus ATP luminescence, 45 min. Potency, µM (series often up to 76.8 µM), for inactives: at the top dose activity, negative = inhibition, most hits filed as inhibitors. 0.12% of 410,000 active. AID 624173, 2012; further: nearly all actives have a fitted effect of over 50% in size
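ADP (130 uM final) triggers the TbPYK reaction after compound addition; incubation is 45 min at room temperature. Kinase-Glo Plus is then added and luminescence imaged. Normalized data are fitted to concentration-effect curves.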
HCV inhibitor = qHTS Assay for Inhibitors of Hepatitis C Virus (HCV); Huh7.5.1 HCVcc-Cre infection, luciferase reporter, 44 h; Potency, µM (top dose mostly 41.8 µM), without a hit: at the highest dose activity change, negative = inhibition, usual class: inhibitors; 3.4% of 340,000 active
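1,000 cells/well; 4 h culture; + compound; + HCVcc-Cre (~0.5 moi); 44 h; luciferase substrate, RT 15 min; read 15 sec.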
* hit, by the source's call; u = inconclusive; x = no result given; [ ] = another dose, or the depositor's remark. The call rests on the fitted dose curve; in most records, active means well fitted curve in the direction sought with a large enough effect; inconclusive means small, poorly fitted or top-dose-only effect, or another doubt; inactive means no such curve, though single readings can be large; an effect the other way counts as inactive or inconclusive. On the % scale 0 is the no-effect control and ±100 the full control effect; potency means the concentration at half of the fitted maximal effect.

Sample of the layout, 10 compounds:
SMILES	Pf growth 48h	Sm TGR inh	Pf growth 96h	LmPK inhibitor	TbPYK inhibitor	HCV inhibitor
O=[N+]([O-])c1ccc(-c2c(O)c3ccccc3c3nc4ccccc4nc23)cc1	u	2%	10%	-9%	-19%	u
COc1ccc2[nH]c(=O)c(CN(Cc3ccco3)C(=O)c3ccccc3)cc2c1	-2%	-19%	-2%[5.75 µM]	1%	-13%	-21%
Cc1cccc(N2CC(C(=O)Nc3cccc(S(=O)(=O)N4CCCCC4)c3)CC2=O)c1C (stereo unspecified)	u	2%	u	x	-5%	u
O=C1C2=C(Nc3ccccc3SC2c2ccco2)c2ccccc21 (stereo unspecified)	0.33µM*	1%	6%	-3%	u	u
N/C(=N\OC(=O)/C=C/c1ccccc1Cl)c1cccnc1	97%[activator]	-1%	u	-2%	-8%	-3%
COc1cc(/C=N/NC(=O)c2ccc(F)cc2)ccc1OC(=O)c1ccco1	48%[activator]	-10%	55%[activator]	3%	-1%	4%
COc1ccc(N2CCN(CC(=O)N3CCC(C)CC3)CC2)cc1	4%	-2%	-10%	2%	-6%	11%
O=C(Nc1ccsc1C(=O)O)c1ccc(Cl)cc1	x	-20%	61%[activator]	-10%	-4%	8%
COc1ccc2c(CC(=O)NC(Cc3ccc(Cl)cc3)C(=O)O)cc(=O)oc2c1C (stereo unspecified)	u	-13%	u	2%	0%	1%
Cc1ccc(NC(=O)CNC(=O)c2cccc(Cl)c2)nc1	36%[activator]	-3%	21%	x	1%	u

The whole of this part (from the top)
SMILES	Pf growth 48h	Sm TGR inh	Pf growth 96h	LmPK inhibitor	TbPYK inhibitor	HCV inhibitor
O=[N+]([O-])c1ccc(-c2c(O)c3ccccc3c3nc4ccccc4nc23)cc1	u	2%	10%	-9%	-19%	u
COc1ccc2[nH]c(=O)c(CN(Cc3ccco3)C(=O)c3ccccc3)cc2c1	-2%	-19%	-2%[5.75 µM]	1%	-13%	-21%
Cc1cccc(N2CC(C(=O)Nc3cccc(S(=O)(=O)N4CCCCC4)c3)CC2=O)c1C (stereo unspecified)	u	2%	u	x	-5%	u
O=C1C2=C(Nc3ccccc3SC2c2ccco2)c2ccccc21 (stereo unspecified)	0.33µM*	1%	6%	-3%	u	u
N/C(=N\OC(=O)/C=C/c1ccccc1Cl)c1cccnc1	97%[activator]	-1%	u	-2%	-8%	-3%
COc1cc(/C=N/NC(=O)c2ccc(F)cc2)ccc1OC(=O)c1ccco1	48%[activator]	-10%	55%[activator]	3%	-1%	4%
COc1ccc(N2CCN(CC(=O)N3CCC(C)CC3)CC2)cc1	4%	-2%	-10%	2%	-6%	11%
O=C(Nc1ccsc1C(=O)O)c1ccc(Cl)cc1	x	-20%	61%[activator]	-10%	-4%	8%
COc1ccc2c(CC(=O)NC(Cc3ccc(Cl)cc3)C(=O)O)cc(=O)oc2c1C (stereo unspecified)	u	-13%	u	2%	0%	1%
Cc1ccc(NC(=O)CNC(=O)c2cccc(Cl)c2)nc1	36%[activator]	-3%	21%	x	1%	u
O=C(C1CC(=O)N(c2ccc(Br)cc2)C1)N1CCCC1 (stereo unspecified)	8%	-16%	u	-15%	2%	17%
C=CCS/C(=N\n1cnc2ccccc2c1=O)N(CC)CC	x	5%	u	-1%	0%	u
NS(=O)(=O)c1ccc(CCNC(=O)NC2(C(F)(F)F)Oc3ccccc3O2)cc1	u	-16%	24%	8%	-7%	u
CC(=O)N1CCCc2ccc(NS(=O)(=O)c3ccc(C)cc3)cc21	-11%	-3%	14%	x	-6%	u
CCc1ccc(-c2csc(NC(=O)COC(=O)CCc3nc4ccccc4s3)n2)cc1	176%[activator]	-2%	435%[activator]	3%	x	1%
COC(=O)CC1COc2ccccc2N1C(=O)c1ccc(Cl)cc1 (stereo unspecified)	35%[activator]	10%	53%[activator]	0%	5%	7%
O=[N+]([O-])c1ccc(-c2ncc(-c3ccc(Br)cc3)o2)cc1	67%[activator]	2%	103%[activator]	6%	-2%	-20%
O=C(O)C(c1ccccc1)N1C(=O)/C(=C\c2ccc(-c3ccccc3Cl)o2)SC1=S (stereo unspecified)	-13%[0.00184 µM]	14µM*	u	0%	2%	-8%
O=C(Nc1ncc(Cc2ccc(C(F)(F)F)cc2)s1)c1ccc(-c2cccc([N+](=O)[O-])c2)o1	u	-5%	0.37µM*	-2%	5%	2.5µM*
COc1ccc(NC(=O)c2cnc(C)cn2)cc1-n1cnnn1	26%	0%	u	3%	7%	4%
Cc1ccc(C(=O)c2c[nH]c(C(=O)NCc3cccnc3)c2)cc1	u	-4%	u	1%	2%	u
O=C(NCc1ccco1)c1ccccc1NS(=O)(=O)c1ccc(Cl)s1	-1%	28µM*	x	11%	-16%	4%
Cn1c(=O)n(C)c2cc(NC(=O)CCl)ccc21	1.5µM*	18µM*	u	1%	-5%	u
CC(=O)Nc1ccc(S(=O)(=O)n2nc(-c3ccc(C)cc3)nc2N)cc1	-14%	6%	1.7µM*	5%	-8%	u
O=C(NCC(=O)N1CCCCCCC1)c1ccc(Br)o1	3%	8%	11%	x	1%	4%
COc1ccc(N=Cc2c(O)n(-c3cccc(C)n3)c(=O)c3ccccc23)cc1	-24%	4%	-18%	1%	-6%	-20%
NC(=O)COC(=O)CC(NC(N)=O)c1ccc(Cl)cc1 (stereo unspecified)	32%[activator]	23%	-11%	-2%	-15%	8%
Cc1ccc(-c2nn3c(C)nnc3s2)cc1NC(=O)C(C)C	x	-26%	u	-4%	-4%	3%
Cc1nc2ccc(C(=O)O)cc2c2c1CC(C)S2 (stereo unspecified)	4%	0%	22%	-5%	u	5%
COc1ccc(CCNC(=O)CN(C)S(=O)(=O)c2cccs2)cc1OC	-2%	-3%	u	0%	-8%	8%
Cc1cccc(C(=O)c2c(N)sc3c2CCCC3)c1	u	u	15µM*	2%	-25%	u
Cn1c(CCN2CCN(c3ccccn3)CC2)nc2cc(NC(=O)COc3ccc(Cl)cc3)ccc21	u	-3%	u	-1%	0%	2.2µM*
CCN1CCN(c2ccc(S(=O)(=O)N3CCCCC3)cc2NC(=O)COc2ccccc2)CC1	12µM*	-2%	u	x	-2%	u
CCc1ccccc1NC(=O)Nc1ccc(F)cc1	0%	-1%	u	-17%	1%	-9%
COc1c(C)cccc1C(=O)Nc1ccc(N2CCN(C(=O)c3ccccc3C)CC2)cc1	u	0%	-15%	-3%	-4%	7.9µM*
C=CCN1C(=O)C(Cc2ccc(OC)cc2)SC1=Nc1ccc(C(=O)O)cc1 (stereo unspecified)	2%	-13%	-9%	0%	1%	27%
C=CCN(CC(=O)NCc1ccc(OC)cc1)C(=O)c1csnn1	14%	-8%	133%[activator]	-3%	-2%	6%
CCOc1ccc2nc(NC3=NC(c4ccc(OC)cc4)CC(=O)N3)nc(C)c2c1 (stereo unspecified)	u	u	10µM*	1%	7%	8.9µM*
CSc1cccc(NC(=O)COC(=O)c2ccccn2)c1	70%[activator]	2%	50%[activator]	x	-11%	14%
Cc1ccc(NC(=O)CSc2nnc(C3COc4ccccc4O3)o2)c(Cl)c1 (stereo unspecified)	-26%	-2%	-37%[5.75 µM]	1%	-1%	3%
O=C1N/C(=N\N=C\c2cccs2)SC1Cc1ccc(Cl)c(Cl)c1 (stereo unspecified)	u	1%	u	0%	1%	16%
Cc1ccc2c(N)[nH]nc2n1	43%[activator]	x	-14%	1%	-1%	13%
CCNc1nnc(-c2ccc(C)cc2)o1	98%[activator]	0%	10%	-2%	-6%	13%
COc1ccc(CN2CCc3cc(OC)c(OC)cc3C2)cc1O	40%[activator]	-10%	44%[activator]	-3%	28%	u
COc1ccc(/C=N/N2CCOCC2)cc1Cn1cc([N+](=O)[O-])cn1	16%	2%	25%	3%	4%	8%
O=C(/C=C/c1c(Cl)cccc1Cl)n1cccn1	4%	18µM*	-14%	-10%	3%	12%
Cc1onc(-c2ccccc2)c1C(=O)NNC(=S)NC(=O)c1ccc(F)cc1	28%	-20%	-60%	1%	-9%	u
CCN1CCN(C(=O)CS(=O)(=O)Cc2nc(-c3ccccc3C)oc2C)CC1	49%[activator]	-20%	29%	1%	-3%	-9%

Whole records from above. Screens in order: Pf growth 48h | Sm TGR inh | Pf growth 96h | LmPK inhibitor | TbPYK inhibitor | HCV inhibitor
O=C(/C=C/c1c(Cl)cccc1Cl)n1cccn1 across the screens: 4% | 18µM* | -14% | -10% | 3% | 12%
COc1ccc(/C=N/N2CCOCC2)cc1Cn1cc([N+](=O)[O-])cn1 across the screens: 16% | 2% | 25% | 3% | 4% | 8%

The results go on:
SMILES	Pf growth 48h	Sm TGR inh	Pf growth 96h	LmPK inhibitor	TbPYK inhibitor	HCV inhibitor
CC(NC(=O)c1ccc(N2CCCC2)c([N+](=O)[O-])c1)c1ccc(S(N)(=O)=O)cc1 (stereo unspecified)	-3%	-28%	9%	-10%	-4%	-6%
COc1cc2c(cc1OC)-c1cc(Nc3cccc(F)c3)nc(=O)n1CC2	u	-5%	4.1µM*	0%	-4%	30%
CC1Cc2nc(SCC(=O)Nc3ccc4c(c3)OCO4)n(CCc3ccccc3)c(=O)c2S1 (stereo unspecified)	u	0%	15%	6%	-8%	-25%
CC(NC(=O)Cc1ccc(F)cc1)c1ccccc1 (stereo unspecified)	32%[activator]	-1%	81%[activator]	4%	2%	9%
COc1nc(C)ccc1-c1noc(-c2ccncc2)n1	212%[activator]	1%	7%	-2%	-1%	-24%
O=C(CC12CC3CC(CC(C3)C1)C2)NC(=S)NCc1ccco1	13µM*	-24%	u	0%	-4%	u
O=C(Nc1cccnc1Cl)c1cccnc1Cl	x	1%	25%	-10%	5%	16%
COC(C(=O)Nc1ccc(S(=O)(=O)Nc2ccc(C)c(C)c2)cc1)c1ccccc1 (stereo unspecified)	3%	-2%	27%	5%	-6%	-1%
CCc1ccc2n(-c3ccc(OC)cc3)c([S-])c(C(=O)Nc3cc(C)cc(C)c3)[n+]2c1	13µM*	2%	8.3µM*	0%	-7%	-12%
O=C(O)Cn1cc(/C=C/[N+](=O)[O-])c2ccccc21	19%	u	u	2%	-3%	20%
N#CC1(NC(=O)COC(=O)c2ccc(-c3ccc(O)cc3)cc2)CCCCC1	23%	21%	64%[activator]	x	0%	u
Cc1sc2ncnc(N3CCC(C(=O)NNC(=O)c4ccccc4Cl)CC3)c2c1C	u	-1%	8.3µM*	3%	-11%	u
Cc1ccnc(N2C(=O)c3ccccc3C2Nc2ccccc2Cl)c1 (stereo unspecified)	u	8%	u	3%	-1%	-16%
O=C(c1cccnc1)C1CCCN(Cc2nc(-c3cnccn3)no2)C1 (stereo unspecified)	32%[activator]	-3%	-5%	5%	3%	-11%
CC(=O)C1=C(O)C(=O)N(c2ccc(S(=O)(=O)Nc3nccs3)cc2)C1c1ccc([N+](=O)[O-])cc1 (stereo unspecified)	-26%	-16%	u	20%	-10%	9%
Cc1ccc(-c2csc3nc[nH]c(=O)c23)c(C)c1	u	-14%	7%	1%	1%	-12%
CCOC(=O)C(c1ccccc1)N1CCN(c2ccc(OC)cc2)CC1 (stereo unspecified)	-3%	-10%	u	3%	0%	6%
COc1ccccc1OCCSc1nc2ccccc2n1CCO	16%	-3%	-3%	6%	1%	-17%
COc1cc(OC)c(OC)cc1CN1CCN(C(=O)COc2ccc3ccccc3c2)CC1	u	-23%	31%[activator]	7%	-18%	u
C=CCNc1nc(Cl)nc(NC2CCCCC2)n1	12%	1%	-3%	-5%	-18%	u
